# ERp5 block: blocks human ERp5 reductase activity on insulin; Q15084; 350,000 tested, 0.05% active; ERp5 insulin aggregation, absorbance 650 nm, 90 min; inhibition, % at 9.99 µM;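 active means mean replicate inhibition above about 25%, with every replicate also reaching it, limit read from the data, passing the limit was not always enough; inconclusive means only one of those two criteria met; inactive means neither criterion met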
# Target sequence (Q15084 whole entry, looked up): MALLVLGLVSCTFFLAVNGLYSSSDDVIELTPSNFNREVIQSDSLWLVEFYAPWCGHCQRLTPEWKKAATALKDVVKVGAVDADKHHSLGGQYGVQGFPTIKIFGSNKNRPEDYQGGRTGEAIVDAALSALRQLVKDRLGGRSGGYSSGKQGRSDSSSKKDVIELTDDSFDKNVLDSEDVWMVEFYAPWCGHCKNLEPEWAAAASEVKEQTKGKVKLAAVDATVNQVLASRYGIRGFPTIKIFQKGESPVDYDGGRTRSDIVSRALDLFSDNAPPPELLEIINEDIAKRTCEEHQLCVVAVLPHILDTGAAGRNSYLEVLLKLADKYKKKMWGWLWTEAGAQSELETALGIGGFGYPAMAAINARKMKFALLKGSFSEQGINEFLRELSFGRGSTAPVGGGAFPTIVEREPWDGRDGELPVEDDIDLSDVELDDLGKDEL
# DENV2 CPE rescue: protects cells from dengue virus 2 cytopathic effect; CPE inhibition, % at 9.99 µM; AID 651640; DENV2-infected cells, cytopathic effect rescue, plate reader; 350,000 tested, 1.7% active; in the data active means CPE inhibition above about 20%, passing the limit was not always enough; inconclusive means no clear call, values can overlap the other calls; tested in BHK-21 cells;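 further: 0% = median of neutral control wells and 100% = median of positive control wells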
# Casp6 inh: inhibitors of human caspase-6. P55212. purified caspase-6, Z-VEID-R110 cleavage fluorescence. inhibition, % at 12.5 µM. 350,000 tested, 0.53% active. AID 686996;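 active means mean inhibition across replicates at least about 35%, with every replicate also reaching that limit, limit read from the data; inconclusive means only one of the two criteria met; inactive means neither criterion met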;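 further: 0% = median of neutral control wells and 100% = no fluorescence left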
# Target sequence (P55212 24-179 limits assumed): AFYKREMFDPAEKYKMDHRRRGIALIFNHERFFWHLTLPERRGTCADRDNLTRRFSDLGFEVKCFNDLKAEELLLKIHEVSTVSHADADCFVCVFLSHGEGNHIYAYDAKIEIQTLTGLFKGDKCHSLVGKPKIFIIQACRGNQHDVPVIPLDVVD
# Target sequence (P55212 194-293 limits assumed): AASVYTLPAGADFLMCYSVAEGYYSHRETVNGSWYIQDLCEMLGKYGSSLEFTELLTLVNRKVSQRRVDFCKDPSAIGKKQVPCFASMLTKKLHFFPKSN
# ERAP1 inh: ERAP1 (human) enzyme inhibition. Q9NZ08. recombinant ERAP1, Leu-AMC fluorescence, 60 min. inhibition, % at 10.7 µM. 340,000 tested, 0.15% active;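 active means mean replicate inhibition of at least 30%, or all replicates individually reaching that 30% level; inactive means mean below 30% and not every replicate reaching it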;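 further: 0% = neutral control wells and 100% = L-leucinethiol positive control wells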
# SIRT5 inh: blocks human SIRT5 desuccinylation of peptide. Q9NXA8. Purified SirT5, succinyl-peptide AMC, trypsin-coupled fluorescence. inhibition, % at 15 µM. 330,000 tested, 1.1% active. AID 652115; in the data active means inhibition above about 15%; inconclusive means no clear call, values can overlap the other calls
# Target sequence (Q9NXA8 whole entry, looked up): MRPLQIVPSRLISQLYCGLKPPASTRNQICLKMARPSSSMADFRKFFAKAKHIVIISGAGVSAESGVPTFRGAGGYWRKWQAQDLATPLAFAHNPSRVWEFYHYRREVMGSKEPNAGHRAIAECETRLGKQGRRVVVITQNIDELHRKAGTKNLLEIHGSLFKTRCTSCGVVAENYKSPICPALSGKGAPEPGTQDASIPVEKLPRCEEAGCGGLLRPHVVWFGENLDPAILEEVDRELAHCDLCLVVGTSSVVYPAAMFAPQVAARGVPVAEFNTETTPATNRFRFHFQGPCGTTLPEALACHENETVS
# F508del corr: correctors of CFTR F508del function in bronchial epithelial cells; CFBE cells, YFP halide quenching; stimulated with forskolin plus potentiator P3; % fluorescence drop versus neutral controls; activity (quench increase), % at 7.58 µM; 350,000 tested, 0.36% active; AID 720511;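 active means mean added fluorescence quench of at least 8% versus neutral control, with both replicates also reaching 8%; inconclusive means only one of the mean or replicate conditions met; inactive means mean below 8% and not both replicates reaching 8%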;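 further: cells transiently co-express mutant CFTR-F508del with the halide-sensitive YFP; corrector assay measuring rescue of mutant channel to the surface after 24 h compound exposure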
# miR-122 sensor: blocks miR-122 activity in Huh7 sensor cells. Huh7 miR-122 Renilla luciferase sensor, 48 h; neutral wells = 0, positive control = 100. activation (reporter increase), % at 12.5 µM. 340,000 tested, 0.3% active. AID 602342;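 active means mean replicate activation score at least 90 and every replicate individually at or above 90; inconclusive means only one of the two criteria met; inactive means neither criterion met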;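 further: higher luciferase means less miR-122 activity so hits act as miR-122 inhibitors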
# Starred values were filed as active, the others as inactive; ? = inconclusive; / = not tested or not shown; [ ] = remark or other dose.
# Order of values: ERp5 block	DENV2 CPE rescue	Casp6 inh	ERAP1 inh	SIRT5 inh	F508del corr	miR-122 sensor
- O=C(C[C@H]1C[C@@H]2c3cc(NC(=O)Nc4ccccc4F)ccc3O[C@@H]2[C@@H](CO)O1)NCc1ccc(Oc2ccccc2)cc1
 : 1	-8	-4	3	18*	3.1	-1[16.7 µM]
- O=C(CNS(=O)(=O)c1ccc(Br)cc1)Nc1ccc2c(c1)OCCO2
 : -1	2	0	-4	-3	0.5	/
- O=C(c1ccco1)N1CCN(S(=O)(=O)c2ccc(Cl)cc2)CC1
 : 1	15	22	3	0	-0.3	0
- CCCCN1CC(=O)N2[C@H]3c4cc(C)ccc4OC[C@@H]3[C@H](C(=O)OCC)[C@]2(C)C1=O
 : -2	1	0	/	/	-0.6	1
- C/C=C/C(=O)Nc1ccccc1Br
 : -1	-2	-1	1	-2	1.1	-7
- CCc1ccccc1NC1c2ccccc2C(=O)N1Cc1ccco1 (stereo not drawn)
 : 0	10	0	-7	-6	0.1	4
- C[C@@H]1OC(C2CCCCC2)N(C)[C@H]2C[C@H]3c4[nH]c5c(-c6ccccc6)cccc5c4CCN3C(=O)[C@@H]12 (stereo partly drawn)
 : -5	0	-1	-4	3	1.5	/
- CN=C1c2cc3c(Br)c(OC)ccc3n2CCN1C
 : 3	8	-3	6	4	3.5	2
- CCN1CCCC1CNC(=O)Cn1nc(C)n2c(cc3cc(F)ccc32)c1=O (stereo not drawn)
 : 0	-1	1	1	1	-1.9	1
- CC(C)Cn1c(-c2csc(C(C)C)c2)n[nH]c1=S
 : 0	0	4	11	-6	-3.0	-9

# An excerpt from above, limited to DENV2 CPE rescue, Casp6 inh and SIRT5 inh:
molecule	DENV2 CPE rescue	Casp6 inh	SIRT5 inh
CN=C1c2cc3c(Br)c(OC)ccc3n2CCN1C	8	-3	4
CCN1CCCC1CNC(=O)Cn1nc(C)n2c(cc3cc(F)ccc32)c1=O (stereo not drawn)	-1	1	1

# Next entries follow:
# Order of values: ERp5 block	DENV2 CPE rescue	Casp6 inh	ERAP1 inh	SIRT5 inh	F508del corr	miR-122 sensor
- COc1ccc(C#Cc2cnc3c(c2)C(=O)N([C@@H](C)CO)C[C@H](C)[C@H](CN(C)C(=O)c2ccccc2F)O3)cc1
 : 0	-14	-1	1	4	-3.5	1[16.7 µM]
- CN1c2ccc(-c3cccc(C#N)c3)cc2[C@H]2[C@H](CCN2C(=O)CN2CCOCC2)[C@@H]1CO
 : -2	-10	5	4	0	-2.5	-8[16.7 µM]
- C[C@@H]1CN([C@@H](C)CO)C(=O)Cc2cc(NC(=O)Cc3ccccc3)ccc2O[C@@H]1CN(C)C(=O)Nc1ccc(F)cc1
 : 12	12	0	0	-4	0.4	-4[16.7 µM]
- CCCCNS(=O)(=O)c1ccc2nc(-c3cccnc3)cc(C(=O)NCCOC)c2c1
 : 0	0	5	/	3	-1.6	?
- Cc1cc(-c2nnnn2-c2ccc(C(F)(F)F)cc2)no1
 : 4	0	-4	-2	-2	1.8	/
- C[C@H]1CN([C@@H](C)CO)C(=O)Cc2cc(NC(=O)Cc3cn(C)c4ccccc34)ccc2O[C@H]1CN(C)S(=O)(=O)c1ccccc1
 : 2	-8	0	0	1	0.3	-2[16.7 µM]
- O=C(Nc1ccc(Cl)cc1)N1C[C@@H]2[C@H](c3ccccc31)[C@H](CO)N2C(=O)c1cccnc1
 : 3	7	-5	-1	-3	1.8	29[16.7 µM]
- Cc1nc(C(F)(F)F)ccc1C(=O)N1CCCC(C)(C(=O)O)C1 (stereo not drawn)
 : 0	1	-2	2	/	0.0	-2
- COc1ccc(CCC(=O)NCc2ccccc2OC)cc1
 : 2	0	0	0	-5	-0.2	4
- Cc1ccc(C)c(NC(=O)C2C3C=CC(O3)C2C(=O)O)c1 (stereo not drawn)
 : 0	5	-4	-3	-4	-0.3	-6
- NC(=O)c1cc(C(N)=O)nc(Cl)n1
 : 1	1	2	-3	-6	-1.9	/
- O=S(=O)(CCS(=O)(=O)c1ccccc1)c1ccccc1
 : 4	0	0	-1	-5	-14	/
- Cc1cccc(N2CCN(C(=O)c3ccc(CS(=O)Cc4ccc(Cl)cc4)o3)CC2)c1C (stereo not drawn)
 : 5	-1	2	0	3	0.0	-1
- N#CC1(c2ccccc2)CCC(NCCc2ccccc2)CC1 (stereo not drawn)
 : -2	0	-3	1	-1	1.5	-4
- CSc1sc(C(=O)NCC2CC2)cc1S(=O)(=O)C(C)C
 : -7	4	-1	1	-1	-0.7	/
- CSc1nsc(NC(=O)OCc2ccc(Cl)cc2)n1
 : 4	-2	4	-1	-3	-2.8	0
- CCOC(=O)C(CC)Sc1ccc2nnc(-c3cccnc3)n2n1 (stereo not drawn)
 : 0	-2	2	6	-2	/	/
- O=C(c1cccc(F)c1)N1CCCCN2[C@@H](CO)[C@@H](c3ccc(-c4ccncc4)cc3)[C@@H]2C1
 : -3	11	0	-1	-4	5.4	10[16.7 µM]
- CC(=O)c1ccc(N2CCN(C(=O)C3CCCN(c4ncnc5c4nc4n5CCCCC4)C3)CC2)cc1 (stereo not drawn)
 : 3	3	-2	-1	2	2.1	-11
- CN(C)N1C(N)=C(C#N)C(c2ccc(Br)cc2)C2=C1CC(C)(C)CC2=O (stereo not drawn)
 : 1	13	2	1	0	-2.2	1
- CC(=O)n1nc(-c2ccc(C)cc2)nc1NCc1ccc(F)cc1
 : 7	-1	3	9	-3	1.1	/
- COc1ccccc1NC(=O)N[C@@H]1CC[C@@H](CC(=O)N2CCC(Cc3ccccc3)CC2)O[C@@H]1CO
 : 1	5	-3	2	4	6.5	/
- COc1ccc(NC(=O)Nc2cccc3c2O[C@H](CN(C)C(=O)Nc2c(C)noc2C)[C@@H](C)CN([C@@H](C)CO)C3=O)cc1
 : 1	1	-2	0	8	-1.1	6[16.7 µM]
- COc1ccccc1-n1cnnc1SC(C)C(=O)NCC1CCCO1 (stereo not drawn)
 : 2	-4	-2	1	-2	-1.6	6
- CCOC(=O)C(=O)NN=C(c1ccccc1)c1ccccc1
 : -1	-7	5	-1	-3	1.3	-1
- COc1ccc(CN(C)C(=O)c2ccncc2)c(OC)c1
 : -9	-5	-1	-3	1	4.0	-9
- CCCCc1ccc(-c2csc(/C(C#N)=C\c3ccco3)n2)cc1
 : 2	-3	28	-5	-2	2.5	/
- CC1CC(C)CN(c2nc(N(C)c3ccccc3)nc(N)c2[N+](=O)[O-])C1 (stereo not drawn)
 : -1	18	4	-3	-1	-2.7	/
- CCC(=O)N1CC[C@@H]2[C@H]1c1cc(-c3ccccc3)ccc1N(C)[C@@H]2CO
 : -5	8	-4	0	-5	0.1	3[16.7 µM]
- O=C(C[C@@H]1CC[C@@H]2[C@H](COC[C@H](O)CN2Cc2ccc(Cl)cc2)O1)NCCc1ccccc1
 : -2	0	0	0	0	-0.7	-8[16.7 µM]
- CCN(CC)S(=O)(=O)c1ccc(NC(=O)c2cnccn2)cc1
 : 1	-1	0	-2	-3	1.4	-5
- O=C(Cc1ccccc1)N1CC2(C1)[C@@H](c1ccccc1)[C@@H](CO)N2C(=O)Cc1ccccc1
 : 1	-4	0	0	-2	0.7	/
- CC(C)CC1NC(=O)N(CC(=O)Nc2ccccc2-c2ccccc2)C1=O (stereo not drawn)
 : 8	-3	3	-2	7	-0.6	/
- COc1cccc(CN2CCNC(=O)C2CC(=O)NCCCn2ccnc2)c1 (stereo not drawn)
 : -2	4	-44	-3	14	1.6	-18
- NC1=NC(=Nc2ccc(Br)cc2)c2ccccc21
 : -4	18	0	-1	-21	-0.1	12
- CN1C2CCC1CC(NC(=O)CSc1ccc(Cl)cc1)C2 (stereo not drawn)
 : 1	6	-97	3	0	-0.7	/
- C/C=C/c1cnc2c(c1)C(=O)N([C@@H](C)CO)C[C@@H](C)[C@@H](CN(C)S(=O)(=O)c1ccc(F)cc1)O2
 : -9	-10	0	0	0	-2.5	1[16.7 µM]
- CCN(CC)S(=O)(=O)c1ccc(N2CCOCC2)c(NC(=O)c2ccco2)c1
 : -5	-1	3	3	/	3.7	/
- CN(C)C(=O)c1ccc(NC(=O)COC(=O)Cn2cc(C(F)(F)F)ccc2=O)cc1
 : 1	-2	-2	-1	0	-3.3	/
- Cc1ccc(C)c(NC(=O)CCCCCCCCCCC2COCCO2)c1 (stereo not drawn)
 : -1	4	-2	4	-8	/	-5
- O=C(CSc1ccc2ccccc2c1)N1CCN(c2ccc(O)cc2)CC1
 : -3	1	3	5	-3	-4.2	/
- Oc1c(Br)cc(Cl)cc1C=Nc1ccc(N2CCOCC2)cc1
 : -3	-12	2	-3	3	0.5	2
- C[C@H]1CN([C@@H](C)CO)C(=O)c2cc(C#Cc3ccc(F)cc3)cnc2O[C@H]1CN(C)Cc1ccccn1
 : 10	7	1	1	-2	3.7	-17[16.7 µM]
- COc1cc(C2CC(=O)N3CN(Cc4ccccc4)CSC3=C2C#N)ccc1OCc1ccccc1 (stereo not drawn)
 : 3	-5	1	-1	-5	-2.7	/
- C[C@@H]1CN([C@@H](C)CO)C(=O)c2cc(NC(=O)Cc3cn(C)c4ccccc34)ccc2O[C@@H]1CN(C)C(=O)Nc1cccc2ccccc12
 : -7	6	1	4	-10	0.2	5[16.7 µM]
- C[C@@H]1CN([C@H](C)CO)S(=O)(=O)c2ccc(C#CC3CC3)cc2O[C@H]1CN(C)Cc1cccc(F)c1
 : 11	-2	1	-1	1	-0.4	/
- Cc1noc(C)c1NC(=O)Nc1ccc2c(c1)C(=O)N([C@@H](C)CO)C[C@@H](C)[C@H](CN(C)S(C)(=O)=O)OCCCC[C@@H](C)O2
 : -8	-6	2	0	/	-1.8	/
- O=C(CCCc1ccccc1)Nc1ccccc1[N+](=O)[O-]
 : -2	-5	0	-3	-1	1.9	-3
- O=C1N/C(=N/N=C/c2ccco2)SC1Cc1ccccc1 (stereo not drawn)
 : 6	1	5	1	0	-2.3	/
- CCOc1ccc(N2C(=O)/C(=C/c3ccccc3OCC(=O)OC)N(CC(=O)OC)C2=S)cc1
 : 4	11	-1	-3	2	/	/

# (next part)
# Order of values: ERp5 block	DENV2 CPE rescue	Casp6 inh	ERAP1 inh	SIRT5 inh	F508del corr	miR-122 sensor
- CCOc1cc(/C=C/c2cc(C(=O)O)c3ccccc3n2)ccc1OC
 : 2	?	-4	0	9	0.7	/
- CCOC1=C2CN(S(=O)(=O)c3ccc(C)cc3)[C@H](c3cccc4ccccc34)C[C@H]2[C@H]2C(=O)N(c3ccccc3)C(=O)[C@H]2C1
 : 6	4	-3	/	2	-0.1	6
- COc1ccccc1NC(=O)CN1CCN(CC(=O)Nc2ccccc2Cl)CC1
 : -9	-2	-2	-4	-3	-0.5	-5
- Cc1ccc(CCNC(=O)C23CN(Cc4ccccc4)CC2C(c2ccc([N+](=O)[O-])cc2)=NO3)cc1 (stereo not drawn)
 : 8	-2	-4	4	/	-0.4	/
- O=C(CN1C(=O)S/C(=C/c2ccncc2)C1=O)N1CCOCC1
 : 3	4	1	0	0	-1.9	-12
- Nc1ccccc1Sc1ccc(C(F)(F)F)cc1[N+](=O)[O-]
 : 2	4	-1	3	4	0.4	6
- CCn1cc(S(=O)(=O)N2CCN(c3ccc(Cl)cc3)CC2)cn1
 : 0	-4	-2	-1	-1	0.0	3
- COc1ccc(NC(=O)Cn2ncn3nc(-c4ccc(OC)cc4)cc3c2=O)cc1
 : 4	7	0	-4	-4	0.7	-3
- O=C(C[C@H]1CC[C@H]2[C@@H](COC[C@@H](O)CN2C(=O)c2ccc3c(c2)OCO3)O1)NC1CCCC1
 : /	1	/	/	/	0.7	-2[16.7 µM]
- CSc1ncccc1C(=O)OCC(=O)N1CCCC1
 : -1	10	0	-5	0	-0.3	/
- O=C(C[C@@H]1CC[C@H]2[C@@H](COC[C@H](O)CN2S(=O)(=O)c2ccccc2)O1)NCCN1CCCC1
 : 3	-4	2	1	1	-0.7	/
- CC1CCN(S(=O)(=O)c2ccc(NC(=O)C3CC(=O)N(c4ccccc4)C3)cc2)CC1 (stereo not drawn)
 : 3	-2	3	-5	1	-3.0	1
- Cc1ccc(CNC(=O)C2CC3Cn4c(nc5cc(C)c(C)cc54)C3N2C)o1 (stereo not drawn)
 : 0	-8	-1	-2	1	2.6	-1
- CCCNC(=O)C[C@H]1CC[C@H]2[C@@H](COC[C@@H](O)CN2Cc2ccncc2)O1
 : 4	10	-4	-1	3	-1.1	-1[16.7 µM]

# Assay outcomes (PubChem)
